# Screens deposited in PubChem by Sanford-Burnham Center for Chemical Genomics.
# MKP-3 inhibition = MKP-3 phosphatase inhibitors, primary screen, biochemical, rat enzyme, in vitro (AID 425); recombinant MKP-3 phosphatase activity, fluorescence; higher % means a stronger effect; inhibition, % at 20 µM, or IC50 in µM where a hit was titrated; 110,000 compounds, 0.17% hits; in the data active = inhibition above about 50%;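 note: plate controls were vehicle for no effect and reference inhibitor for full effect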
# Hsp70 displacement = small molecules displacing fluorescent ligand from Hsp70 – biochemical, fluorescence polarization, primary screen (AID 583); Hsp70 fluorescence polarization probe displacement, mP; higher % means a stronger effect; one-dose displacement, % at 20 µM; IC50 in µM for titrated hits; 140,000 compounds, 0.06% hits; in the data active = displacement above about 50%;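 note: plate controls were vehicle for no effect and reference ligand for full effect; a part of the inactive calls stands beside numbers as strong as those of hits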
# Starred values were filed as active, the others as inactive; . = not tested or not shown; & = joins results of further samples.
item	molecule	MKP-3 inhibition	Hsp70 displacement
1	Cc1cc(S(=O)(=O)N2CCCC2)ccc1OCC(=O)NCc1ccco1	-14%	13%
2	COc1ccccc1N1CCN(C(=O)c2cccc(C)c2)CC1	4%	3.2%
3	Cc1ccc(OCC(=O)NC2CC(C)(C)NC(C)(C)C2)c(Br)c1	2%	5.0%
4	CC1=C(C(=O)Nc2ccc(Cl)cc2)C(c2cccs2)NC(=S)N1 (configuration not stated)	3%	-4.3%
5	CCCN(CCC)S(=O)(=O)c1ccc(NC(=O)COc2ccccc2)cc1	.	-2.4%
6	COCc1cc(C)nc(SCC(=O)Nc2cc3c(cc2C#N)OCO3)c1C#N	0%	-2.1%
7	Cc1ccc(C(=O)NCCSC(C)(C)C)cc1	.	2.7%
8	O=C(Nc1ccc(Br)cn1)c1ccc2nccnc2c1	-15%	-2.1%
9	O=C(Cc1ccccc1)N/N=C/c1ccc2ccccc2c1	7%	-3.0%
10	COc1cccc(C(=O)NCC(=O)n2nc(C)cc2C)c1	11%	-1.6%
11	Cc1ccnc(NS(=O)(=O)c2ccc(F)cc2)c1	-1%	3.2%
12	COc1cc(OC)cc(OCC(O)Cn2cnc3cc(C)c(C)cc32)c1 (configuration not stated)	-1%	0.2%
13	CC(C)NC(=O)C(=O)NCc1ccccn1	-1%	-5.4%
14	CCOc1ccc(S(=O)(=O)Nc2ccccc2SC)c2cccnc12	11%	1.9%
15	CCOC(=O)C1CCCN(CCCc2ccccc2)C1 (configuration not stated)	-4%	1.0%&5.7%
16	Cc1cccc2c(-c3ccccc3)cc(=O)[nH]c12	.	-3.2%

# Molecules from the list above with a halogen:
item	molecule	MKP-3 inhibition	Hsp70 displacement
3	Cc1ccc(OCC(=O)NC2CC(C)(C)NC(C)(C)C2)c(Br)c1	2%	5.0%
4	CC1=C(C(=O)Nc2ccc(Cl)cc2)C(c2cccs2)NC(=S)N1 (configuration not stated)	3%	-4.3%
8	O=C(Nc1ccc(Br)cn1)c1ccc2nccnc2c1	-15%	-2.1%
11	Cc1ccnc(NS(=O)(=O)c2ccc(F)cc2)c1	-1%	3.2%

# Further compounds
item	molecule	MKP-3 inhibition	Hsp70 displacement
17	O=C(COc1ccc(Br)cc1)Nc1ccccc1CO	1%	0.3%
18	O=c1[nH]c(CN2CCc3ccccc32)nc2scc(-c3cccs3)c12	-1%	-0.5%
19	COc1cc(NC(=O)c2cc(C)on2)cc(OC)c1OC	3%	-3.0%
20	CCN(CC)CCCNC(=O)Cc1c(C(=O)O)n(C)c2ccccc12	4%	8.0%
21	COc1ccc(-c2cc(C(N)=O)nc(N3CCCCCC3)n2)cc1	1%	-7.9%
22	CCSc1nnc(NC(=O)c2ccc(Cl)cc2Cl)s1	1%	4.9%
23	C=COC(=O)CSc1snc(SCC(=O)OC)c1C#N	6%	6.1%
24	NS(=O)(=O)c1ccc(N=Nc2c(-c3ccccc3)[nH]n(-c3nc(-c4ccccc4)cs3)c2=O)cc1	9%	-2.9%
25	CC(C)(C)c1ccc(S(=O)(=O)NCc2ccc(C(=O)N3CCOCC3)cc2)cc1	.	4.9%
26	CC(C)NC(=O)c1cc(=O)n(C)c(=O)n1C	-13%	3.7%
27	COC1(OC)C(=N/O)/C(=N\O)CCC1O (configuration not stated)	-13%	2.7%
28	C/C(=N\NC(=S)Nc1ccc(F)cc1)C1CC1	.	-1.7%
29	Cc1ccccc1NCC(=O)N/N=C\c1cccnc1	0%	-2.0%
30	COC(=O)c1c(C)oc2ccc(OCc3cccc(Br)c3)cc12	3%	0.6%
31	CCN1C(=O)N(CN2CCOCC2)C2C1N(CN1CCOCC1)C(=O)N2CC (configuration not stated)	-1%	-4.3%
32	COc1cc(Br)cc(CN2CCN(C/C=C/c3ccccc3)CC2)c1O	-7%	-7.0%
33	COC(=O)c1cc(NC(=O)COc2ccc([N+](=O)[O-])cc2)cc(C(=O)OC)c1	0%	0.2%
34	O=C(Nc1ccc2nc(-c3ccccn3)[nH]c2c1)C1CCCCC1	.	-2.7%
35	Nc1nnc(CC(=O)N/N=C/c2cccc(Cl)c2)s1	0%	8.4%
36	O=C(NCC1OCCc2ccccc21)c1ccccc1Cl (configuration not stated)	4%	-0.4%
37	Cc1ccc(OCCNC(=O)c2ccc(Br)cc2)cc1	-4%	-0.4%
38	COc1cc2c(C(=O)N3CCN(C)CC3)c(C)n(-c3ccccc3)c2cc1Br	.	5.9%
39	CC(=O)c1c(C(C)=O)c(C)n(-c2nc(-c3cccs3)c(C)s2)c1C	1%	-1.7%
40	Cc1nc(C)c(C(=O)C2=C(O)C(=O)N(CCN3CCOCC3)C2c2cccs2)s1 (configuration not stated)	-7%	-2.5%
41	CCOC(=O)CCCN1C(=O)/C(=C/c2ccccc2)SC1=S	0%	-4.4%
42	CCCN/N=C/c1c(C)[nH]n(-c2ccccc2)c1=O	0%	1.0%
43	COc1ccccc1NC(=O)c1cn(C)c(=O)c2cc(OC)c(OC)cc12	12%	-4.1%
44	COc1cc(/C=N/N(C)c2ccccc2)ccc1O	.	-3.4%
45	Cc1ccc(OCC(=O)NCc2ccccc2Cl)c(Br)c1	3%	-2.5%
46	O=C(NCC1CCCO1)c1cc2n(n1)C(C(F)(F)F)CC(c1ccco1)N2 (configuration not stated)	-2%	1.4%
47	O=C(CNc1cccc(Cl)c1)c1ccc([N+](=O)[O-])cc1	0%	-1.3%
48	COc1ccccc1NC(=O)c1ccc(Br)o1	2%&2%	2.3%&-1.1%

# 3 entries from above, ordered by the number in MKP-3 inhibition, highest first:
entry | SMILES | MKP-3 inhibition | Hsp70 displacement
43 | COc1ccccc1NC(=O)c1cn(C)c(=O)c2cc(OC)c(OC)cc12 | 12% | -4.1%
47 | O=C(CNc1cccc(Cl)c1)c1ccc([N+](=O)[O-])cc1 | 0% | -1.3%
46 | O=C(NCC1CCCO1)c1cc2n(n1)C(C(F)(F)F)CC(c1ccco1)N2 (configuration not stated) | -2% | 1.4%

# Continuation.
item	molecule	MKP-3 inhibition	Hsp70 displacement
49	CCOC(=O)c1[nH]c2ccccc2c1NC(=O)CC(C)(C)C	0%	-3.3%
50	O=C(Nc1ccccc1)c1cc(N2CCOCC2)nc2ccccc12	-10%	-3.8%
51	Cc1cc(Cl)ccc1OC(C)C(=O)NCCCn1ccnc1 (configuration not stated)	2%	-4.5%
52	OCCCNC(c1ccccc1)c1ccc(O)cc1 (configuration not stated)	-14%	-1.9%
53	Cc1ccc(C(=O)N/C(=C\c2ccccc2)C(=O)NCc2ccncc2)cc1	3%	-4.0%
54	CC(C)c1ccc(NC(=O)c2csnn2)cc1	-19%	4.2%
55	O=C(COc1ccccc1)N(Cc1ccco1)C1CCS(=O)(=O)C1 (configuration not stated)	0%	-2.4%
56	C/C(=N\NC(=O)COc1ccccc1[N+](=O)[O-])c1ccc(Cl)cc1	-1%	1.4%
57	CCOC(=O)C(CC)Sc1ncnc2c1nnn2-c1ccc(F)cc1 (configuration not stated)	12%	9.8%
58	COc1cc(C(c2sc3nc(C)nn3c2O)N2CC(C)OC(C)C2)cc(OC)c1OC (configuration not stated)	3%	.
59	COc1ccc(/C=C/C(=O)NC(=S)Nc2ccc(S(=O)(=O)N=C(N)N)cc2)cc1	-1%	2.5%
60	CN1c2ccsc2/C(=N/NC(=O)c2c(F)cccc2F)CS1(=O)=O	.	4.1%
61	CCOC(=O)C1C(=O)C=C(c2ccc(OC)cc2)CC1c1ccccc1 (configuration not stated)	2%	-2.5%
62	O=C(Cn1ncc2c1-c1ccccc1OC2)N1CCN(c2ccccn2)CC1	-1%	-2.7%
63	N/C(=N\OC(=O)c1ccccc1[N+](=O)[O-])c1ccncc1	-2%	-1.6%
64	COc1ccc(S(=O)(=O)NCCC(C)C)cc1C	.	-1.0%
65	O=C(COC(=O)c1ccccc1C(=O)c1ccccc1)c1ccco1	-12%	2.6%
66	CCN(CC)C(=O)CSc1nc2ccccc2n1CC(=O)N1CCN(c2ccccc2OC)CC1	.	2.2%
67	CC(NS(=O)(=O)c1ccc(Br)cc1)C(c1cccs1)N1CCN(C)CC1 (configuration not stated)	-3%	3.9%
68	O=C(Cn1c(CO)nc2ccccc21)Nc1cc(C(F)(F)F)ccc1N1CCOCC1	-8%	-4.6%
69	N#CSCCCCOc1ccccc1F	-1%	-7.7%
70	c1cncc(C(c2nnnn2C2CCCC2)N2CCN(Cc3ccc4c(c3)OCO4)CC2)c1 (configuration not stated)	-3%	-4.4%
71	O=C1/C(=C\c2cccs2)SC(=S)N1c1cccc(Br)c1	0%	2.9%
72	Cn1c(=O)c2c(nc(NCc3ccco3)n2Cc2ccccc2Cl)n(C)c1=O	-3%	-1.4%
73	O=C(Nc1ccc(F)c(Cl)c1)c1ccncc1	0%	3.4%
74	COc1ccc(-c2cc(C(=O)N3CCN(c4ccccc4)CC3)c3ccccc3n2)cc1OC	.	-3.3%
75	O=C(NCCN1CCN(c2ccccc2F)CC1)C1CCCN(S(=O)(=O)c2cnc[nH]2)C1 (configuration not stated)	-11%	-1.1%
76	Cc1ccc(N2CCN(C(=S)c3ccc(N(C)C)cc3)CC2)cc1	-6%	-3.2%
77	O=C(NCCN1CCOCC1)c1cnn2c1NC(c1cccs1)CC2C(F)(F)F (configuration not stated)	-2%	-0.7%
78	COc1ccccc1Nc1nc2ccccc2n1C	-2%	-9.3%
79	Cc1cc(C(F)F)n2nc(C(=O)O)nc2n1	-1%	9.8%
80	Cc1nnc(SCCN2C(=O)c3ccccc3C2=O)[nH]c1=O	.	3.6%

# Looked up above.
# For MKP-3 inhibition, no. 75 has -11%
# For MKP-3 inhibition, no. 77 has -2%
# For Hsp70 displacement, no. 80 has 3.6%
# For MKP-3 inhibition, no. 73 has 0%

# Carrying on:
item	molecule	MKP-3 inhibition	Hsp70 displacement
81	C=CCNc1cc(C)oc(=O)c1C(=O)CCC	.	-3.1%
82	COc1ccc(OC)c(/C(C)=N\NC(=O)c2cccnc2)c1	0%	-0.2%
83	O=C(c1coc2ccccc2c1=O)N1CCN(c2cccc(C(F)(F)F)c2)CC1	-8%	-2.4%
84	CN(C)c1cc(N/N=C/c2ccc([N+](=O)[O-])cc2)nc(N(C)C)n1	0%	3.3%
85	C=C(C)COc1ccc(-c2[nH]ncc2-c2ccccc2OC)c(O)c1	1%	0.5%
86	O=C(O)CCC(=O)Nc1ccc(-c2nnc(-c3ccco3)o2)cc1	-3%	3.1%
87	O=C(Nc1nc(-c2ccccc2)cs1)C(c1ccccc1)c1ccccc1	-4%	-1.2%
88	COc1cccc(NC(=O)NC2CCN(Cc3nnnn3Cc3ccc(F)cc3)CC2)c1	-3%	-3.6%
89	CCCOC(=O)C1=C(C)NC2=C(C(=O)CC(C)(C)C2)C1c1ccc(O)c([N+](=O)[O-])c1 (configuration not stated)	0%	-2.0%
90	COC(=O)c1[nH]c2cccc(OC)c2c1NC(=O)CN1CCC(C(N)=O)(N2CCCCC2)CC1	-6%	-1.7%
91	COc1ccc(CCNC(=O)c2ccc(C)c([N+](=O)[O-])c2)cc1OC	4%	-1.5%
92	Cc1cc(C)n(-c2nc3sc4c(c3c3nnc(SC(C)C)n23)CC(C)(C)OC4)n1	-6%	-4.0%
93	C=CCN1C(=O)C(O)=C(C(C)=O)C1c1ccccc1F (configuration not stated)	-10%	-9.3%
94	COc1cc2c(cc1CN1CCN(C(=O)CC(C)C)CC1)OCO2	3%	0.0%
95	Cn1c(=O)c2c(nc(N3CCc4ccccc4C3)n2Cc2ccccc2F)n(C)c1=O	-1%	-3.6%
96	CC1(C)C2CC3C(C)(O)C(c4ccccc4)P(=O)(Cc4ccccc4)C3(C)CC21 (configuration not stated)	-2%	-3.9%
97	CC(C)(C)c1cc(C(=O)N2CCc3ccccc32)ccn1	-14%	1.3%
98	CN(C)CCCNc1oc(-c2ccccc2)nc1C#N	-12%	2.8%
99	CCCS(=O)(=O)N1CCc2cc(OC)c(OC)cc2C1	-8%	-3.2%
100	O=C(NC1CCCC1)c1ccc2nc(-c3ccco3)c(-c3ccco3)nc2c1	-9%	22%
101	C=C1N(CCCCCC(=O)O)C(=O)OC12CCCCC2	-3%	1.8%
102	Cc1cc(C)n2nc3ccccc3c2n1	2%	-6.9%
103	O=C1c2ccccc2C(=O)N1CCCCCc1nc(-c2ccccc2)no1	-14%	2.4%
104	COc1cc(C)c(/C(C)=N\Nc2nc(C)c(C(C)=O)s2)cc1OC	2%	-3.9%
105	CCCCOc1ccc(C(=O)Nc2cccc(NC(=O)c3ccccc3Cl)c2)cc1	3%	0.3%
106	Cc1ccc(N=c2c([N+](=O)[O-])nn(-c3ccccc3)n2O)c(C)c1	.	-3.3%
107	CN1CCN(c2nc(N3CCN(c4ccccc4)CC3)ncc2F)CC1	-3%	9.9%
108	O=C(CSc1nnc(C2CC2)n1Cc1ccccc1)c1ccc(S(=O)(=O)N2CCOCC2)cc1	-3%	-4.8%
109	CCCOc1ccc(-c2nnc(-c3ccco3)o2)cc1	1%	8.9%
110	CCOC(=O)C1=NN(c2ccccc2)C(c2ccccc2)CC1=O (configuration not stated)	.	-1.3%
111	CCOc1cc(C(=O)Nc2sc3c(c2C(=O)OC)CCCCC3)cc(OCC)c1OCC	1%	-3.8%
112	COc1ccccc1NC(=O)C(Cc1c[nH]c2ccccc12)NC(=O)Oc1ccccc1 (configuration not stated)	1%	-1.9%
113	CCCc1nc2oc3c(NCCOCCO)ncnc3c2c2c1COC(C)(C)C2	-6%	5.5%
114	Cc1cc(NC(=O)C2CC(c3cccc(Br)c3)=NO2)no1 (configuration not stated)	-5%	-4.6%
115	CC(=O)CCc1ccc2oc(C(=O)O)c(C)c2c1	-4%	-0.7%

# Some of these compounds in order of molecular weight, highest first:
item	molecule	MKP-3 inhibition	Hsp70 displacement
108	O=C(CSc1nnc(C2CC2)n1Cc1ccccc1)c1ccc(S(=O)(=O)N2CCOCC2)cc1	-3%	-4.8%
113	CCCc1nc2oc3c(NCCOCCO)ncnc3c2c2c1COC(C)(C)C2	-6%	5.5%
114	Cc1cc(NC(=O)C2CC(c3cccc(Br)c3)=NO2)no1 (configuration not stated)	-5%	-4.6%

# This is a subset. The share of hits here may be higher or lower than overall.
